# SENP8 block: SENP8 (human) protease inhibition. inhibition, % at 20 µM. 360,000 compounds, 0.64% hits. Q96LD8. recombinant SENP8, Nedd8 substrate fluorescence; in the data active means inhibition mostly above about 40%, no sharp cut-off; inactive means mostly below about 27%
# Target sequence (Q96LD8 whole entry, looked up): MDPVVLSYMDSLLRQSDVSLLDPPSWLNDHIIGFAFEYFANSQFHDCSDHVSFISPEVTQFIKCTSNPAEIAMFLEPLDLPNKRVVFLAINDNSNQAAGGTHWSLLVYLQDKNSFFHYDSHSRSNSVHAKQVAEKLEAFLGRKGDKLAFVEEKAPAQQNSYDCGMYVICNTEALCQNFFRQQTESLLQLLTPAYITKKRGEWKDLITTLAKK
# SENP1 FRET inh: SENP1 (human) catalytic domain inhibition; inhibition, % at 10 µM; recombinant SENP1 catalytic domain, CyPet-SUMO1-YPet FRET cleavage; Q9P0U3; 360,000 compounds, 0.21% hits;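 active means inhibition at least 30% at 10 µM, raw YFP signal under a set limit, fluorescence ratio 0.5 to 1.5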;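 further: 0% = enzyme with DMSO and 100% = no enzyme wells; some results filed as inactive read as strong as hits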
# Target sequence (Q9P0U3 419-644 limits assumed): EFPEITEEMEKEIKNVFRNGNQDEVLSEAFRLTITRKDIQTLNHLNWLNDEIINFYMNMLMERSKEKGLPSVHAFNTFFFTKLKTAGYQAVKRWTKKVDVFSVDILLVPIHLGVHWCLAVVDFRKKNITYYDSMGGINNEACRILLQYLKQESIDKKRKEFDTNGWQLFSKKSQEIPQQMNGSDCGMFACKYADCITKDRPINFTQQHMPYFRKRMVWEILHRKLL
#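 material = recombinant human SENP1 catalytic domain, His6-tagged | quantity = 20 pM enzyme | reagent = 25 nM SUMO1 FRET substrate | compound dosing = 10 µM single point, 0.5% DMSO | timing = 50 min enzyme reaction, room temperature, light-protected | detection = FRET, CFP and YFP emission | control set = no-enzyme low, enzyme-DMSO high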
# * marks the source's active call; other numbers are inactive results; i = inactive.
# Results follow in this order: SENP8 block | SENP1 FRET inh
C[C@H]1COc2cc(N3CCC[C@@H]3CO)ccc2S(=O)(=O)N1
  14 | -1
CCCNC(=O)C1(C)CCCN(C/C=C/c2ccccc2)C1 (stereo unspecified)
  15 | 0
O=C(Nc1ccc(N2CCOCC2)cc1)c1csc(COCCO)n1
  16 | 1
CCCCNC(=O)c1nc(-c2ccncc2)oc1-c1ccc(OC(F)(F)F)cc1
  -427 | -1
N#C/C(=C\c1cccn1S(=O)(=O)c1cccc(C#N)c1)S(=O)(=O)c1ccc(F)cc1
  5 | -2
CC1=C(C(=O)N2CCCCCC2)CC(CC(=O)NCCCN(C)C)C(=O)N1Cc1ccc(F)cc1 (stereo unspecified)
  3 | 4
COc1ccc(CCNC(=O)c2ccc(CSc3ccc(Cl)cc3)o2)cc1OC
  3 | -1
CCc1nc2c(OCc3c(C)noc3C)cccn2c1N(C=O)Cc1ccc(OC)cc1
  5 | -7
COCCN(CCOC)Cc1cc(=O)oc2cc(OC)ccc12
  -265 | -6
CC(CC(=O)Nc1ccc2c(c1)c(=O)n(C)n2-c1ccc2ccccc2c1)C(F)(F)F (stereo unspecified)
  i | 1
COc1ccc(CC(N)c2csc(Nc3ncccn3)n2)cc1 (stereo unspecified)
  11 | -2
COc1ccc(NC(=O)c2cc(-c3cc(F)ccc3OCC3CCCO3)n[nH]2)c(C)c1 (stereo unspecified)
  -2 | -1
O=C(C[C@@H]1CC[C@@H]2[C@H](COC[C@H](O)CN2C(=O)Nc2ccc(F)cc2)O1)NCCc1ccncc1
  23 | 0
CC(NNC(=S)N1CCCCCC1)c1ccc2ccccc2n1 (stereo unspecified)
  1 | -1
COc1ccc(C(O)c2ncc(-c3ccccc3)[nH]2)cc1 (stereo unspecified)
  0 | 1
Cc1ccccc1OC1(C)CCN(Cc2ccc(-c3ccccn3)cc2)C1 (stereo unspecified)
  18 | 4
COc1ccccc1C(NC(=O)C1CCN(CCc2ccc(Br)cc2)CC1)c1ccccn1 (stereo unspecified)
  13 | -1
COc1cccc(OC)c1C(=O)NCCNc1nc2cc(C)cc(C)c2cc1C#N
  -426 | -119
CC(C)[C@@H]1O[C@H](CCc2ccccc2)CC2=C1C(=O)OC(C)(C)O2
  9 | 1
CC1(C(=O)NCc2ccccc2)Cc2c(-c3ccccc3)ccnc2O1 (stereo unspecified)
  8 | -1
O=C1c2ccccc2C(=O)N1CC(O)COc1cccc2ccccc12 (stereo unspecified)
  -4 | -1
COC(=O)C[C@@H]1CC[C@H](NC(=O)c2cnccn2)[C@@H](CO)O1
  19 | 3
CC(=O)Nc1cc(-c2ccccc2F)cn2c(-c3ccccc3)cnc12
  -281 | -9
CCOC(=O)[C@]12CCC=C1N(CCC1=CCCCC1)C(=O)[C@H](CC(=O)NCCc1ccccc1OC)C2
  5 | -8
CN(Cc1ccccc1)C(=O)c1[nH]c(C(F)(F)F)nc1-c1ccccc1
  14 | -2
CCOC(=O)[C@]12CCC=C1N(Cc1ccccc1)C(=O)[C@H](CC(=O)NCc1cccc3ccccc13)C2
  -3 | -1
O=C1CCCCC(=O)[C@H](O)C[C@H](c2ccccc2)O1
  9 | 0
Cc1ccc(CNC(=O)Nc2nnc([C@@H]3C[C@H](O)[C@@H](CO)O3)s2)cc1
  13 | 1
Cn1cc(-c2csc(C(O)c3ccc(F)cc3)n2)cn1 (stereo unspecified)
  10 | -2
CC(=NNC(=O)c1ccccc1N)c1ccccc1O
  -141 | -56
CC1(C(=O)NS(=O)(=O)C2CC2)CCCN(C(=O)/C=C/c2ccccc2)C1 (stereo unspecified)
  20 | 2
O=C(Nc1cccc(F)c1)N1CCc2nc(NCc3cccc(Oc4ccccc4)c3)ncc2C1
  -268 | -50
CC(O)(c1cccnc1)c1nc(-c2ccc(S(C)(=O)=O)cc2)cs1 (stereo unspecified)
  10 | 0
O=C(Nc1ccc2c(c1)OCCO2)C1c2ccccc2OCC(=O)N1Cc1ccccc1 (stereo unspecified)
  10 | 2
Cc1cc(C)cc(CC(=O)N2CCC2(C)C(=O)NS(=O)(=O)c2cc(C)ccc2F)c1 (stereo unspecified)
  19 | 2
Nc1ncnc2c1ncn2[C@@H]1O[C@H](C(=O)N2CCN(Cc3ccccn3)CC2)[C@@H](O)[C@H]1O
  33 | -2
O=C(NCc1cccnc1)c1csc([C@H]2C[C@H](O)[C@@H](CO)O2)n1
  11 | -1
CSc1ccc(CN2C(=O)C(C)ON=C2c2ccccc2F)cc1 (stereo unspecified)
  11 | -1
CCOC(=O)[C@]12CCCC=C1N(CCc1ccc(OC)c(OC)c1)C(=O)[C@H](CC(=O)N1CCSCC1)C2
  19 | 1
Cc1ccc(C(O)c2ncc(-c3cccc(C(F)(F)F)c3)[nH]2)cc1F (stereo unspecified)
  13 | -2

# Laid out differently: results already given.
CCOC(=O)[C@]12CCC=C1N(CCC1=CCCCC1)C(=O)[C@H](CC(=O)NCCc1ccccc1OC)C2
  SENP8 block: 5	SENP1 FRET inh: -8
CN(Cc1ccccc1)C(=O)c1[nH]c(C(F)(F)F)nc1-c1ccccc1
  SENP8 block: 14	SENP1 FRET inh: -2
CCOC(=O)[C@]12CCC=C1N(Cc1ccccc1)C(=O)[C@H](CC(=O)NCc1cccc3ccccc13)C2
  SENP8 block: -3	SENP1 FRET inh: -1

# Next records.
# Results follow in this order: SENP8 block | SENP1 FRET inh
CCN(CC)C(=O)c1csc([C@@H]2O[C@H](CO)[C@H](O)[C@H](O)[C@H]2O)n1
  27 | 3
CCC(=O)N1CCCC(C)(C(=O)Nc2nccc3ccccc23)C1 (stereo unspecified)
  -35 | 1
C=CCC(NC(=O)N(C)C)(C(=O)OC)C(C)O (stereo unspecified)
  19 | -1
COc1ccc(OC)c(CN2C(=O)CCC2(C)c2nnnn2-c2c(C)cccc2C)c1 (stereo unspecified)
  27 | 0
COC(=O)c1ccc2nc(-c3cccc(Br)c3)c(Cc3cccc(F)c3)n2c1
  -393 | -2
CCCS(=O)(=O)NC(=O)C1(C)CCCN(C(=O)c2ccncc2)C1 (stereo unspecified)
  18 | -2
CC1=C(C(=O)N(C(C)C)C(C)C)CC(CC(=O)NC2CCCC2)C(=O)N1Cc1ccc(C(C)(C)C)cc1 (stereo unspecified)
  16 | 1
COC(=O)c1ccc2nc(-c3ccc(F)cc3)c(Cc3cccc(F)c3)n2c1
  -394 | -5
CC(=O)Nc1cc(-c2cccc(C(=O)N(C)C)c2)cn2c(-c3ccccc3)cnc12
  -234 | -3
COC(=O)[C@]12CCCCC=C1N(Cc1ccc(Cl)cc1Cl)C(=O)[C@H](CC(=O)N1CCN(C(=O)C3CC3)CC1)C2
  23 | 1
COC(=O)C[C@@H]1C=C[C@@H](NS(=O)(=O)c2cccc(OC)c2)[C@@H](CO)O1
  12 | 3
CN(Cc1ccccc1)C(=O)C(=O)c1ccccc1
  13 | 2
CCc1nc2c(OCCc3cccc(OC)c3)cccn2c1N(C)C(=O)c1ccc(OC)cc1
  7 | 1
CC1(C(=O)NS(=O)(=O)c2ccc(Cl)s2)CCN1C(=O)Cc1cc(F)ccc1F (stereo unspecified)
  22 | 4
Cc1ccccc1S(=O)(=O)NC(=O)C1(C)CCN1C(=O)C(C)(C)c1ccccc1 (stereo unspecified)
  -1 | 0
CCCNC(=O)C1(C)CCN(Cc2ccc(OC)c3ccccc23)C1 (stereo unspecified)
  16 | 0
O=c1[nH][nH]c2c1[C@@H](c1ccc(F)cc1)O[C@H](CCOCc1ccccc1)C2
  11 | -1
CC(=NOC(=O)c1ccc(F)cc1)c1nccs1
  11 | 6
COC(=O)[C@@]1(Cc2ccc(F)cc2)[C@H]2c3cc(C(=O)N4CCCC4)n(CCc4c[nH]c5ccccc45)c3C[C@H]2CN1C(=O)c1ccccc1
  -2 | -1
CC1(C(=O)NCc2ccccc2)CCC(=O)N1CCc1c[nH]c2ccccc12 (stereo unspecified)
  17 | 0

# The listing continues:
structure	SENP8 block	SENP1 FRET inh
Cc1ccc(C)c(CC(=O)N2CCCCC2c2cc(C(=O)Nc3cccc(C#N)c3)no2)c1 (stereo unspecified)	11	0
O=C(NCc1ccccc1)c1cc(C2CCCCN2C(=O)CCCc2ccccc2)on1 (stereo unspecified)	10	2
CC1(c2nc3ccccc3[nH]2)c2ccccc2C(=O)N1Cc1ccccc1 (stereo unspecified)	20	0
O=C(NCc1cccc(Cl)c1)C1Cc2c(-c3cccc(F)c3)ccnc2O1 (stereo unspecified)	16	5
CC(C)(C)c1ccc(S(=O)(=O)NC(=O)C2(C)CCN2C(=O)c2cccc3ccccc23)cc1 (stereo unspecified)	7	1
COc1ccc(-c2coc3c(C(=O)NCc4ccc(OC)c(OC)c4)cccc23)c(C)c1	11	3
Cc1nc(NC(=O)C(C)(C)C)sc1-c1nc(N)sc1-n1cc(-c2ccccc2)nn1	5	2
CN1CCN(c2ncnc3c2ncn3[C@H]2CN(Cc3cccnc3)C[C@@H](CO)O2)CC1	-3	2
CCNC(=O)C1(C)CCCN(C(=O)c2ccccc2Br)C1 (stereo unspecified)	7	1
CC(=O)Nc1ccc(-c2ccnc3c2CC(C)(C(=O)Nc2ccc(C(C)C)cc2)O3)cc1 (stereo unspecified)	-11	1
O=C1c2c(-c3ccc(Br)cc3)noc2CCN1Cc1cn(-c2ccccc2)nn1	26	1
COC(=O)[C@@]12C[C@@H](CC(=O)N3CCCC3)C(=O)N(CCc3ccc(OC)c(OC)c3)C1=CCC(C)(C)C2	14	3
O=C(Nc1ccc2c(c1)OCO2)C1Cc2c(-c3ccc4c(c3)OCO4)ccnc2O1 (stereo unspecified)	-17	-2
CN(C)c1ccc(CNC(=O)C2(C)Cc3c(-c4cccc(C(F)(F)F)c4)ccnc3O2)cc1 (stereo unspecified)	14	-5
CCc1ccc(N2C=C(C(=O)OC)C(c3cccc4ccccc34)C(C#N)=C2N)cc1 (stereo unspecified)	-109	-9
Cc1ccc(S(=O)(=O)N2C3CC(c4ccccc4)N(S(=O)(=O)c4ccccc4Cl)CC3C(=O)C[C@H]2c2ccccc2)cc1 (stereo partly specified)	15	5
CNc1cccc(-c2ccccc2C(C)=O)n1	-44	-1
CC1(C(=O)NS(=O)(=O)c2ccc(F)cc2F)CCN1C(=O)Cc1ccccc1Cl (stereo unspecified)	11	3
ClN=C1C=CC=CC1=NCl	38*	-7
COc1ccc(C2=Nc3ccccc3NC(=O)C2N(Cc2ccc(F)cc2)C(=O)c2ccco2)cc1 (stereo unspecified)	-10	-7
CCCCCCn1cc(CN2CC(N(C)C)CS2(=O)=O)nn1 (stereo unspecified)	7	0
c1ccc2c(c1)ccn1c(Cc3ccsc3)c(C3CCCCC3)nc21	-160	-40
Cc1ccc(S(=O)(=O)NC(=O)C2(C)CCN2C(=O)CC2CCCC2)cc1 (stereo unspecified)	12	4
O=C(NCc1ccccc1)c1cc(C2COCCN2S(=O)(=O)c2cccs2)on1 (stereo unspecified)	4	4
CCc1nc2ccc(C(=O)NC3CCN(Cc4ccccc4)CC3)cn2c1N(C)Cc1cc2ccccc2s1	-12	-23
Cc1ccc(S(=O)(=O)N2CCC(=O)N([C@H](COCc3ccccc3)C(C)C)CC2)cc1	14	1
CCCNC(=O)c1cc(C2CCCN(C(=O)C3CC3)C2)on1 (stereo unspecified)	14	1
O=C(NCc1cccs1)C1C(=O)Nc2ccccc2C(=O)N1Cc1ccccc1 (stereo unspecified)	-36	-1
CN1CCN(C(=O)c2cccc(-c3cnc4cnc(-c5ccccc5Oc5ccccc5)cn34)c2)CC1	i	-14
O=C(NCC1CCCCC1)c1ccc2nc([C@@H]3O[C@H](CO)[C@H](O)[C@H](O)[C@H]3O)[nH]c2c1	13	0
COc1ccc2c(c1)C(C)(Cc1ccc(C(=O)c3ccccc3)cc1)C(=O)N2 (stereo unspecified)	9	2
Cc1ccc(C(O)c2ncc(-c3ccc4ccccc4c3)[nH]2)c(C)c1 (stereo unspecified)	-165	0
CCOC(=O)[C@]12CCCC=C1N(Cc1ccccc1)C(=O)[C@H](CC(=O)NCCCCc1ccccc1)C2	30	0
COc1ccccc1CNC(=O)Nc1nnc([C@H]2C[C@H](O)[C@@H](CO)O2)s1	-3	0
O=C(Nc1nnc([C@@H]2C[C@H](O)[C@@H](CO)O2)s1)c1cccc(Cl)c1	-1	0
CC1(C(=O)Nc2ccccc2Br)CCN1C(=O)Cc1ccccc1Cl (stereo unspecified)	7	0
CCC(c1nnnn1C(C)(C)C)N1CCN(C/C=C/c2ccccc2)CC1 (stereo unspecified)	18	0
O=C(NCc1ccccc1)C(CCc1ccccc1)n1c(=O)c(-c2ccccc2)nc2ccccc21 (stereo unspecified)	-313	-4
Nc1[nH]c(C(=O)c2ccccc2)c(-c2ccc(F)cc2)c1C(=O)NCc1ccccc1	2	-6
C[C@H](NC(=O)[C@@H]1CCCN1C(=O)[C@@H]1CCCN1C(=O)c1ccc(Cl)cc1)c1ccccc1	7	0
COc1cccc(-c2cnc(C(O)c3ccc(F)cc3)[nH]2)c1 (stereo unspecified)	8	0
COCCNC(=O)c1cc(-c2ccccc2)sc1N	-90	7
CC1(Cc2cccc(C(F)(F)F)c2)C(=O)Nc2ccc(-c3ccc(F)c(Cl)c3)cc21 (stereo unspecified)	0	3

# Reformatted field by field: part of the list above
> COc1ccccc1CNC(=O)Nc1nnc([C@H]2C[C@H](O)[C@@H](CO)O2)s1
  SENP8 block: -3
  SENP1 FRET inh: 0
> CCC(c1nnnn1C(C)(C)C)N1CCN(C/C=C/c2ccccc2)CC1 (stereo unspecified)
  SENP8 block: 18
  SENP1 FRET inh: 0
> CC1(Cc2cccc(C(F)(F)F)c2)C(=O)Nc2ccc(-c3ccc(F)c(Cl)c3)cc21 (stereo unspecified)
  SENP8 block: 0
  SENP1 FRET inh: 3
> COCCNC(=O)c1cc(-c2ccccc2)sc1N
  SENP8 block: -90
  SENP1 FRET inh: 7

# Assay outcomes deposited in PubChem BioAssay by Sanford-Burnham Center for Chemical Genomics.

# An excerpt. The share of hits here may be higher or lower than overall.
